Bioassay records: PubChem, Emory University Molecular Libraries Screening Center
14-3-3g Raf – modulators of 14-3-3 gamma protein binding, primary screen, biochemical, fluorescence polarization; AID 422, 2006; inhibition, % at 40 µM; FP, 14-3-3gamma / TMR-pS259-Raf peptide binding; 160,000 compounds, 0.19% hits; in the data active means inhibition above about 30%;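 further: 0% = protein plus tracer without compound and 100% = blank with tracer alone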
Target sequence (P61981 whole entry, looked up): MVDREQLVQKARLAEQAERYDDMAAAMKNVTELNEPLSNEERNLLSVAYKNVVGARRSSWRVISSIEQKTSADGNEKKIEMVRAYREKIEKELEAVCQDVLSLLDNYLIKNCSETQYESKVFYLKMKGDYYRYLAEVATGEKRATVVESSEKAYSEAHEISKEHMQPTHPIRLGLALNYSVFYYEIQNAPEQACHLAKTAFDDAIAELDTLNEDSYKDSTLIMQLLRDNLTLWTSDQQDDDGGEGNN
* hit, by the source's call; & = joins results of further samples. A portion of the library; count on the stated rates, not on these rows.

14-3-3g Raf,SMILES
-4.9,CCOC(=O)c1cc2c(=O)n3ccccc3nc2n(C2CCCC2)c1=N
2.0,CCCC12CN3CC(C)(CN(C1)C3c1ccc(O)c(O)c1)C2=O (configuration not stated)
-10.6&-6.6,Cc1ccc2nc(NC(=O)C3CCCN(S(=O)(=O)c4cccc5nsnc45)C3)sc2c1 (configuration not stated)
6.7,CCn1c(COc2ccc(OC)cc2)nnc1SCC(=O)Nc1cc(OC)ccc1OC
-10.7,O=c1cc(Cn2nnc(-c3ccc(Cl)cc3)n2)nc2sccn12
-2.0,CC1=C(C(=O)OCC(C)C)C(c2ccc(Cl)cc2)NC(=O)N1 (configuration not stated)
-8.3,CN(C)c1ccc(C(=O)c2ccc(O)c([N+](=O)[O-])c2)cc1[N+](=O)[O-]
-5.5,C=C(C)c1cccc(C(C)(C)NC(=O)Nc2ccccc2C(=O)OC)c1
6.7,Cc1csc(NC(=O)C2CCCN(S(=O)(=O)c3cccnc3)C2)n1 (configuration not stated)
-21.6,CCOc1ccc(-n2c(C)nc3cc(C(=O)NCCC4=CCCCC4)ccc32)cc1
-2.3,COc1ccc(NC(=O)c2sc3nc(C)c(Cl)c(C)c3c2N)cc1
-2.6,CC(C)(CC(=O)N1CCN(c2ccc([N+](=O)[O-])cc2)CC1)CC1=NS(=O)(=O)c2ccccc2N1
2.5,CCOC(=O)c1ccc(NC(=O)C2CCN(C(=O)c3ccc(F)cc3)CC2)cc1
-1.1,Cc1ccc(CCNC(=O)CN2CCN(Cc3ccccc3C)C2=O)cc1
4.3,COCCNC(=O)Cn1c(=O)n(Cc2ccco2)c(=O)c2ccccc21
0.8,Cc1ccc(NC(=O)C2CC(=O)NC(N3CCCCC3)=N2)cc1Cl (configuration not stated)
-8.8,O=C1CCCc2[nH]nc(-c3ccc(Br)cc3)c21
1.5,O=C(OCC(=O)N1CCC(Cc2ccccc2)CC1)c1ccc[nH]c1=O
4.8,CCC1(CC)CC(=O)C=NC1=O
1.4,CCOc1ccc(-c2nnc(NC(=O)c3ccc(OCC(C)C)c(OC)c3)o2)cc1
3.3,c1ccc(-n2ncnc2-c2ccc3c(c2)OCO3)cc1
-6.6,COc1cc2c(C(=O)N3CCCCC3C)cn(C)c(=O)c2cc1OC (configuration not stated)
-5.0,O=C(O)c1cc(-c2ccc(F)cc2)cc2ccccc12
-4.4,COc1ccc(NC(=O)Nc2c(C)n(-c3ccccc3)c(=O)n2C)cc1OC
-1.6,O=C(Cn1cc(C(=O)c2ccco2)c2ccccc21)NC1CCCC1
-11.3,CNC(=O)c1cc(C)c(-c2ccccc2)s1
-1.3,CN(C)c1ccc(N2C(=O)c3ccccc3C2=O)cc1
-5.0,Cc1cc(C)c(S(=O)(=O)Nc2ccc3oc4c(c3c2)CCCC4)cc1C
1.5,CCC(=O)N1CCc2cc(Br)cc(S(=O)(=O)N3CCCC(C(=O)Nc4ccccc4C)C3)c21 (configuration not stated)
-10.2,Cc1cc(=O)oc(C)c1C(=O)NC1CCCCC1
-14.9,CN(Cc1ccccc1)Cc1nc2c(c(=O)n(C)c(=O)n2C)n1Cc1ccccc1Cl
-3.5,Cc1ccc2cc(CN(Cc3nnnn3C3CCCCC3)CC3CCCO3)c(=O)[nH]c2c1 (configuration not stated)
-2.2,CC(=O)Oc1ccc2c(=O)c(-c3ccc4c(c3)OCCCO4)c(C)oc2c1C
-5.4,CCCn1c2c(c(O)c(C(=O)Nc3ncccc3O)c1=O)CCCC2
-11.7,Cc1sc2ncn(CC(=O)N3CCCC(C)C3)c(=O)c2c1S(=O)(=O)N1CC(C)CC(C)C1 (configuration not stated)
-17.1,N#Cc1c(NC(=O)CSc2ncnc3sc4c(c23)CCC4)sc2c1CCC2
-4.4,COc1ccc(CN2CCC(N3CCN(c4ccccc4)CC3)CC2)cc1OC
-4.1,CCN(CC)CCNc1c2c(c(C#N)c3nc4ccccc4n13)CCCC2
-10.6,NC(=NCc1ccc(Cl)c(Cl)c1)NC(=O)c1nc(Cl)c(N)nc1N
1.6,O=P(O)(CCc1ccccn1)CN1CCOCC1

15 consecutive entries already listed:
14-3-3g Raf,SMILES
-6.6,COc1cc2c(C(=O)N3CCCCC3C)cn(C)c(=O)c2cc1OC (configuration not stated)
-5.0,O=C(O)c1cc(-c2ccc(F)cc2)cc2ccccc12
-4.4,COc1ccc(NC(=O)Nc2c(C)n(-c3ccccc3)c(=O)n2C)cc1OC
-1.6,O=C(Cn1cc(C(=O)c2ccco2)c2ccccc21)NC1CCCC1
-11.3,CNC(=O)c1cc(C)c(-c2ccccc2)s1
-1.3,CN(C)c1ccc(N2C(=O)c3ccccc3C2=O)cc1
-5.0,Cc1cc(C)c(S(=O)(=O)Nc2ccc3oc4c(c3c2)CCCC4)cc1C
1.5,CCC(=O)N1CCc2cc(Br)cc(S(=O)(=O)N3CCCC(C(=O)Nc4ccccc4C)C3)c21 (configuration not stated)
-10.2,Cc1cc(=O)oc(C)c1C(=O)NC1CCCCC1
-14.9,CN(Cc1ccccc1)Cc1nc2c(c(=O)n(C)c(=O)n2C)n1Cc1ccccc1Cl
-3.5,Cc1ccc2cc(CN(Cc3nnnn3C3CCCCC3)CC3CCCO3)c(=O)[nH]c2c1 (configuration not stated)
-2.2,CC(=O)Oc1ccc2c(=O)c(-c3ccc4c(c3)OCCCO4)c(C)oc2c1C
-5.4,CCCn1c2c(c(O)c(C(=O)Nc3ncccc3O)c1=O)CCCC2
-11.7,Cc1sc2ncn(CC(=O)N3CCCC(C)C3)c(=O)c2c1S(=O)(=O)N1CC(C)CC(C)C1 (configuration not stated)
-17.1,N#Cc1c(NC(=O)CSc2ncnc3sc4c(c23)CCC4)sc2c1CCC2

(cont.)
14-3-3g Raf,SMILES
-15.4,CC1CCc2c(sc(NC(=O)c3ccc(N4C(=O)C5C6C=CC(C6)C5C4=O)cc3)c2C#N)C1 (configuration not stated)
-3.9,Cc1ccc(-c2nn(CCC(=O)Nc3ccccc3C)c(=O)c3ccccc23)cc1
-12.2,CC1Cc2cc(/C(O)=C3/C(=O)C(=O)N(Cc4ccco4)C3c3cccs3)ccc2O1 (configuration not stated)
-2.2,CN=c1scc(C)n1/N=C/c1ccc2c(c1)OCO2
-1.8,N#CCN1CCCC(c2ccccc2)C1 (configuration not stated)
-3.4,COc1ccc(Br)cc1CNC(=O)Cc1cn(C)c2ccccc12
-13.5,CCCCS(=O)(=O)c1sc2nc(C)cc(C)c2c1N
-204.8,CCOC(=O)C1CCN(c2cc(Nc3ccc4c(c3)OCO4)c3c4c(onc24)-c2ccccc2C3=O)CC1
4.1,COC(=O)c1c(F)c(F)c(NCCO)c(F)c1F
-6.1,COc1cc(NC(=O)Cn2cnc3sc(C)c(S(=O)(=O)N4CCC(C)CC4)c3c2=O)cc(OC)c1OC
-6.0,COc1ccccc1Nc1ncc(C(=O)N2CCC(Cc3ccccc3)CC2)c2ccccc12
7.2,Cc1ccc(-n2nc(C(=O)Nc3cccc(Cl)c3)c3c4ccccc4n(C)c3c2=O)cc1
-1.1,O=C(NCCN1CCOCC1)c1ccc2c(=O)n(Cc3ccc4c(c3)OCO4)c(=S)[nH]c2c1
6.0,CCC(=O)Nc1ccc(S(=O)(=O)c2ccc(NC(=O)CC)cc2)cc1
-8.2,Cc1nnc(SCC(=O)Nc2ccc([N+](=O)[O-])cn2)s1
0.8,c1ccc(CSc2nnc(Cc3ccccn3)o2)cc1
-4.8,COc1cccc(C=Cc2nc3ccccc3c(=O)n2-c2cc(C)cc(C)c2)c1OC
-4.4,O=C1CSC(c2cccc(Br)c2)N1c1ccc(F)cc1 (configuration not stated)
-7.6,COc1cc(C)c(C(C)C)cc1S(=O)(=O)n1nnc2ccccc21
-2.5,CCOc1cc(C2C(C(=O)N3CCCCC3)=C(C)NC3=C2C(=O)CC(C)(C)C3)cc(Br)c1O (configuration not stated)
-3.1,COc1ccc(C2CC(C(F)(F)F)n3nc(C(=O)Nc4cccc(C)c4Cl)c(Cl)c3N2)cc1OC (configuration not stated)
-15.1,OCCN1CCOCCOCCN(CCO)CCOCC1
-5.5,COc1cccc(/C(O)=C2\C(=O)C(=O)N(c3ccccn3)C2c2ccccc2OC)c1 (configuration not stated)
-50.4,COc1ccc(N2Cc3cccc(C(=O)NCc4ccc(C)cc4)c3C2=O)cc1
3.6,CS(=O)(=O)N(CC(=O)Nc1cccnc1)c1ccc2c(c1)OCCO2
-9.4,O=C(CSc1nc2ccc(N=Cc3ccc(F)cc3)cc2s1)N1CCOCC1
-83.0,Cc1cc(N2CCC(C)CC2)nc2ccc(NC(=O)CCC(=O)N3CCCCC3C)cc12 (configuration not stated)
3.4,CCOC(=O)c1ccc(N2CSC3=C(C#N)C(c4ccc(OC)cc4OC)CC(=O)N3C2)cc1 (configuration not stated)
-4.7,Cc1ccccc1CSCC(=O)c1c(N)n(C)c(=O)n(C)c1=O
0.1&-11.4,Cc1ccnc2c(N3C(=O)C4C5C=CC(C5)C4C3=O)cccc12 (configuration not stated)
2.1,CCOC(=O)C1=C(N)OC2=C(C(=O)CC(C)(C)C2)C1c1ccoc1 (configuration not stated)
-4.4,CCC(=O)N1CCN(c2ccc(Cl)cc2NC(=O)Cc2ccccc2)CC1
1.1,Cc1ccc(NC(=O)c2sc3ncn(CC(=O)N4CCCCC4C)c(=O)c3c2C)c(Br)c1 (configuration not stated)
-1.1,O=C(c1cc2cc([N+](=O)[O-])ccc2s1)N1CCOCC1
-5.5,O=S(=O)(c1cc(Cl)ccc1Br)N1CCCCC1
5.2,CCOc1ccc(-n2c(SCc3cccc(F)c3)nc3c(c2=O)SCC3)cc1
-6.1,CCCCc1c(C)c(C#N)c2nc3ccccc3n2c1-n1ccnc1
-19.5,CC(=O)N(CCCN(C)C)C(C)c1cc(C(C)(C)C)cc2c1CCC2(C)C (configuration not stated)
0.3,COc1cccc2c(Nc3cccc(O)c3)cc(C)nc12
11.6,O=C(NC1CCCCC1)C12CC3CCC(CC(C3)C1)C2
9.3,O=C1CSC(c2cccc(F)c2)N1c1ccccc1 (configuration not stated)
1.6,CCC1Oc2ccccc2N(CC(=O)NCc2ccc(C)cc2)C1=O (configuration not stated)
-7.2,COc1ccc(/C(C)=N\n2cnnc2)cc1
-0.2,COC(=O)c1ccc(SCC(=O)NCCc2ccccc2)c([N+](=O)[O-])c1
-11.7,CCSc1nnc(NC(=O)CS(=O)(=O)c2c[nH]c3ccccc23)s1
-4.5,Cc1ccc(C(O)CN2C3=NCCN3c3ccccc32)cc1 (configuration not stated)
-4.7,CC(=O)N(c1ccccc1)C1SC(=O)N(c2ccccc2)C1=O (configuration not stated)
-6.6,FC(F)(F)c1nc2ncc(Cl)cc2[nH]1
-4.1,CC1N=C2c3ccccc3N=C(SCc3cc(=O)n4ccccc4n3)N2C1=O (configuration not stated)
-10.0,Cn1c(C(=O)OC(C(=O)NC2CCCCC2)c2ccncc2)cc2sccc21 (configuration not stated)
-0.1,COc1cccc(C(c2c(C)[nH]n(-c3ccccc3)c2=O)c2c(C)[nH]n(-c3ccccc3)c2=O)c1OC
-3.0,O=C(CCCSc1nc2ccccc2[nH]1)N1CCN(c2ccccc2)CC1
0.4,CCCNC(=O)NC(C)C12CC3CC(CC(C3)C1)C2 (configuration not stated)
2.3,CC(C)Cn1c(CN(Cc2ccccc2)Cc2ccccc2)nc2c1c(=O)n(C)c(=O)n2C
-3.3,Cn1c(NCc2ccccc2)nc2c1c(=O)n(Cc1ccc(Br)cc1)c(=O)n2C
-2.3,CC(=O)N1c2ccccc2NC2=C(C(=O)CC(C)(C)C2)C1c1cccc(Cl)c1 (configuration not stated)
2.6,COc1ccc(C)cc1Nc1nc(C)nc2sc(C)cc12
-2.3,CCCn1c(Oc2ccc(Br)cc2)nc2c1c(=O)n(C)c(=O)n2C
5.5,O=C(CN1C(=O)c2ccccc2S1(=O)=O)NCc1ccco1
-3.7,COc1cc(CN2CCN(S(=O)(=O)c3ccccc3)CC2)cc(OC)c1O

(continued)
14-3-3g Raf,SMILES
-1.9,COc1cc(CN2CC(=O)N(c3ccc(C)cc3)C2=S)cc(OC)c1OC
5.0,CC(CCc1ccccc1)NC(=O)C1c2ccccc2Oc2ccccc21 (configuration not stated)
4.7,C=CCn1c(C)cc(C(=O)CN2C(=O)c3ccccc3C2=O)c1C
-2.1,CCCCC(=O)Nc1cccc(-c2csc(-c3ccccc3)n2)c1
-2.6&-11.3,CN1C(=O)NC(c2cccc(O)c2)C(C(=O)c2cccs2)C1(O)C(F)(F)F (configuration not stated)
-2.3,COc1cc(C2C(C(=O)Nc3ccc(Br)cn3)=C(C)NC3=C2C(=O)CCC3)ccc1OCc1ccccc1 (configuration not stated)
5.7,CCOC(=O)c1ccc(N2C(=S)NC3c4cccc(OC)c4OC2(C)C3C(=O)N(C)C)cc1 (configuration not stated)
0.8,Cc1ccc(-n2c(SCC(=O)OC(C)C)nnc2-c2cnccn2)cc1
-7.9,CC(C)n1c(=S)[nH]c2c(sc3ccccc32)c1=O
0.2,COc1ccccc1NC(=O)C1=C(C)NC(=O)NC1c1ccc(F)cc1 (configuration not stated)
8.1,COc1cccc(OCCn2cncn2)c1
-7.9,COC(=O)c1ccc(C(=O)OC)c(-n2c(=O)c3ccccc3c3ccccc3c2=O)c1
-2.6,O=C(O)c1ccc2oc(SCC(=O)N3CCCCC3)nc2c1
-4.9,CCOc1ccccc1NC(=O)C1CCN(c2ccc(S(=O)(=O)N3CCCC3)cc2)CC1
-248.7,Cc1ccc(C2CC(c3cccc(NS(C)(=O)=O)c3)=NN2S(C)(=O)=O)cc1 (configuration not stated)
-3.2,CCSc1nnc(Cc2cc(=O)[nH]c(=O)[nH]2)n1-c1ccc(F)cc1
-5.9,CCN1CCCC1CN(Cc1cc2ccc(C)c(C)c2[nH]c1=O)C(=O)Nc1ccccc1OC (configuration not stated)
-9.6,Nc1cc(N)nc(SCC(=O)Nc2ccc3c(c2)OCCCO3)n1
0.4,Cc1ccc(N(CC(O)Cn2c3ccccc3c3ccccc32)S(C)(=O)=O)cc1 (configuration not stated)
-8.5,CN(C(=O)c1ccncc1)C1CCS(=O)(=O)C1 (configuration not stated)
